Pin1 inh: human Pin1 inhibition; Pin1 FP peptide displacement, HiFluor488, 10 min; 0.009% of 390,000 active; Q13526; Potency, µM (titrated, usually from 115 µM), for inactives: top-dose activity, negative = inhibition, usual class: inhibitors; active means well fitted inhibition curve with a large enough effect in the polarisation, with a control signal flat, not every such curve was filed as active; inconclusive means small, poorly fitted or top-dose-only effect, or effect the other way, or a change in a side signal; inactive means no such curve, though single readings can be large or run the other way; the % refers to the polarisation; further: potency means the concentration at half of the fitted maximal effect; on the % scale 0 is the no-effect control and ±100 the full control effect
Target sequence (Q13526 whole entry, looked up): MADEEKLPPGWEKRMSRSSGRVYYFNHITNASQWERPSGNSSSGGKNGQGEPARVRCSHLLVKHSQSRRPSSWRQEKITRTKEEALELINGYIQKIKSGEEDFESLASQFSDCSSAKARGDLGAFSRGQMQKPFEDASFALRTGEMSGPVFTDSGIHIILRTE
G9a inh: inhibitors of human histone lysine methyltransferase G9a; 8.8% of 350,000 active; Q96KQ7; G9a H3K9 monomethylation, AlphaScreen, 2 h; AID 504332; Potency, µM (series often up to 102 µM), inactives show top-dose activity, negative = inhibition, usual class: inhibitors; further: potency means the concentration at half of the fitted maximal effect; on the % scale 0 is the no-effect control and ±100 the full control effect; nearly all actives have a fitted effect of over 75% in size
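AlphaScreen read-out: biotin-H3K9 peptide (500 nM) methylation by 20 nM enzyme with 20 uM SAM, 2 h at room temperature after 15 min compound preincubation; anti-monomethyl H3K9 antibody plus donor/acceptor beads, 10 min dark.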
Pol eta inh: DNA polymerase eta (human) inhibition; Q9Y253; recombinant Pol eta, fluorescent DNA replication assay; Potency, µM (top dose mostly 114 µM), without a hit: at the top dose activity change, negative = inhibition, hits mostly inhibitors; 1.2% of 390,000 active; AID 588591; further: potency means the concentration at half of the fitted maximal effect; on the % scale 0 is the no-effect control and ±100 the full control effect
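Fluorescent replication assay: 50 nM final substrate added after a 15 min room-temperature compound preincubation with 10 nM enzyme. Signal taken at 0 min and again at 10 min.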
GLS inhibitor: blocks human kidney-isoform glutaminase activity | O94925 | GLS enzymatic activity, qHTS titration | Potency, µM (highest dose often 45.5 µM), for inactives: at the top dose activity change, negative = inhibition, actives largely listed as inhibitors | 0.21% of 410,000 active; further: potency means the concentration at half of the fitted maximal effect; on the % scale 0 is the no-effect control and ±100 the full control effect
Target sequence (O94925 whole entry, looked up, canonical isoform): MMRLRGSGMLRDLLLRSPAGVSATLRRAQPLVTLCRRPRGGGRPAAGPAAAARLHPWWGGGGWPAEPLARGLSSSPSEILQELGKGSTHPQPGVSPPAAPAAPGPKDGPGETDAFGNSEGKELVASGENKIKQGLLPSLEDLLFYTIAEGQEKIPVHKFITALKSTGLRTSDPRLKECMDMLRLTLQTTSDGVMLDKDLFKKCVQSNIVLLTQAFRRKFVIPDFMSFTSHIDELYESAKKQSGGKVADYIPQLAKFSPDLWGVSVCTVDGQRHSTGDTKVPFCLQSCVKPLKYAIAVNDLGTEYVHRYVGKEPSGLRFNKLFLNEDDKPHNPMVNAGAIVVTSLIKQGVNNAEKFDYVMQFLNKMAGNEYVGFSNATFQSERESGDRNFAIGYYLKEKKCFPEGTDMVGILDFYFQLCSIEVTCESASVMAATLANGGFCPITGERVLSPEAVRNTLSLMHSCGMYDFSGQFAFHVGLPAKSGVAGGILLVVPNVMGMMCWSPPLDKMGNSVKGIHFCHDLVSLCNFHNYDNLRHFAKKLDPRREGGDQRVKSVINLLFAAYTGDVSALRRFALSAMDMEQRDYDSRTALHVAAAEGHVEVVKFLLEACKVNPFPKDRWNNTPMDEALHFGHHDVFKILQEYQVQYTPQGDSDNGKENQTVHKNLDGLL
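hKGA in 45 mM KH2PO4 pH 8.2, 0.02% Tween-20 with pin-transferred compounds; 1 mM L-glutamine (stock) plus glutamate oxidase/HRP/Amplex Red coupling added. Fluorescence read initially and after 30 min at RT.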
HP1b binding inh: inhibitors of HP1-beta chromodomain binding to methylated histone tails; 0.56% of 390,000 active; AlphaScreen HP1-beta / biotin-H3K9me3 peptide binding; Potency, µM (highest dose often 114 µM), without a hit: top-dose activity change, negative = inhibition, actives largely listed as inhibitors; P83916; further: potency means the concentration at half of the fitted maximal effect; nearly all actives have a fitted effect of over 70% in size; inactives centre near 23
Target sequence (P83916 whole entry, looked up): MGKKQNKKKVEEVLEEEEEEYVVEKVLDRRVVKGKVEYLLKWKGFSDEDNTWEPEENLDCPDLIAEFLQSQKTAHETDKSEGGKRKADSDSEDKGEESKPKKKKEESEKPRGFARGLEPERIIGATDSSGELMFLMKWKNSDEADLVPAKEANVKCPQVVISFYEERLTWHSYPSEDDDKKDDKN
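Compound inhibition of the preformed complex between 50 nM HP1-beta and 50 nM biotinylated H3K9me3 peptide was read by AlphaScreen. Buffer was PBS pH 7.4 with 0.01% Tween-20. Incubations ran 30 min at room temperature, with 10 ug/mL donor/acceptor beads.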
JMJD2A Tudor: inhibitors of human JMJD2A Tudor domain | AlphaScreen JMJD2A-Tudor / H3K4me3 peptide binding | Potency, µM (top dose mostly 114 µM), for inactives: top-dose activity change, negative = inhibition, most hits filed as inhibitors | O75164 | 4.4% of 390,000 active; further: potency means the concentration at half of the fitted maximal effect; on the % scale 0 is the no-effect control and ±100 the full control effect; nearly all actives have a fitted effect of over 50% in size
Tb PGK inh: T. brucei PGK inhibition; P07378; PGK/GAPDH coupled, Kinase-Glo luminescence, 60 min; Potency, µM (highest dose often 57.5 µM), inactives show at the highest dose activity change, negative = inhibition, usual class: inhibitors; 0.043% of 380,000 active; further: potency means the concentration at half of the fitted maximal effect; on the % scale 0 is the no-effect control and ±100 the full control effect; nearly all actives have a fitted effect of over 60% in size
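Recombinant glycosomal PGK reaction used 1,3-bisphosphoglycerate generated in-well by GAPDH (100nM final) in 100mM TEA pH 7.6, 5mM MgCl2, 0.01% Tween-20. After 60 minutes at room temperature, ATP was read by Kinase-Glo Plus luminescence end-point.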
PI4K2A block: blocks human PI4K2A kinase activity; purified PI4K2A, ADP-Glo luminescence, 1 h; hits give low values; activity change, negative = inhibition, % at 76.9 µM; 0.13% of 420,000 active; AID 1346378; in the data active means activity change below about -50%; inconclusive means mostly about -30% to -49%;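 further: -100% = wells without enzyme as full effect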
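PI4K2A activity was measured by ADP-Glo luminescence: enzyme (4 ug/mL stock) and phosphatidylinositol (1.2 mM stock) in Tris pH 7.5/MgCl2/EGTA/Triton X-100 buffer were reacted with ATP (300 microM stock) for one hour at ambient temperature.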
BAZ2B inh: BAZ2B (human) inhibition; AlphaScreen BAZ2B-H3K14Ac peptide displacement; Potency, µM (series often up to 114 µM), for inactives: top-dose activity change, negative = inhibition, usual class: inhibitors; 4.4% of 360,000 active; AID 504333; Q9UIF8; further: potency means the concentration at half of the fitted maximal effect; on the % scale 0 is the no-effect control and ±100 the full control effect; nearly all actives have a fitted effect of over 60% in size
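Protein-peptide AlphaScreen: BAZ2B 50 nM, b-H3K14Ac 50 nM, 1x PBS pH 7.4 + 0.01% Tween-20. Preincubation 30 min RT; cpd 30 min RT (top 110 uM); beads 20 min RT, light-protected.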
* hit, by the source's call; i = inactive; ? = inconclusive; / = not tested or not shown; [ ] = another dose, or the depositor's remark. Unless noted, the call rests on the fitted dose curve; in most records, active means well fitted curve in the direction sought with a large enough effect; inconclusive means small, poorly fitted or top-dose-only effect, or another doubt; inactive means no such curve, though single readings can be large; an effect the other way counts as inactive or inconclusive. The list is partial; rates above refer to the full screens.

SMILES	Pin1 inh	G9a inh	Pol eta inh	GLS inhibitor	HP1b binding inh	JMJD2A Tudor	Tb PGK inh	PI4K2A block	BAZ2B inh
C=CCN(CC=C)c1nc2ccccc2nc1C(C#N)C(=O)OC(C)C (centres undefined)	?	?	-18.7%	-2.5%	74.1%[activator]	-19.3%	-5.1%	-12.6	-2.2%
NC(=O)CCC(NS(=O)(=O)c1ccc(Cl)cc1)C(=O)NCc1ccc(Cl)cc1 (centres undefined)	5.2%	-39.2%[59 µM]	-1.7%	-3.1%	43.4%[activator]	-5.0%	-3.7%	-3.0	0.3%
N#Cc1c(N)nc(SCC(=O)NCc2ccc3c(c2)OCO3)c(C#N)c1-c1cccs1	1.1%	12.9%	-7.3%	-0.7%	20.8%	-7.2%	-1.1%	-1.1	14.1%
CCOC(=O)N1CCC(N2CCN(C3CCCC3)C(CCO)C2)CC1 (centres undefined)	-1.8%	-1.3%[59 µM]	-13.9%	3.2%	13.6%	-13.7%	i	2.4	9.6%
CC(C)CCNC(=O)CCNS(=O)(=O)c1ccc(Cl)cc1	-2.1%	17.5%[59 µM]	-12.1%	-3.0%	13.4%	-8.5%	1.2%	0.1	1.5%
COc1ccc(CCNC(=O)C2CCN(C(=O)c3ccc(C(C)(C)C)cc3)CC2)cc1OC	-8.6%	?	1.0%	-1.9%	23.5%	-7.3%	2.0%	3.8	-8.9%
COc1cccc(NC(=O)Nc2cnccn2)c1	-8.3%	-0.5%[59 µM]	-14.5%	1.3%	19.1%	13.4%	i	7.8	6.1%
CCOC(=O)CCC(NC(=O)CCCCCCCC(=O)NC(CCC(=O)OCC)C(=O)OCC)C(=O)OCC (centres undefined)	-0.1%	-5.6%[59 µM]	-13.9%	-23.4%	33.8%	3.3%	-3.0%	-3.7	14.5%
COC(=O)c1nc(N)sc1-c1ccccc1	-7.8%	-9.2%[59 µM]	-12.7%	3.8%	-11.0%	-26.7%[11.4 µM]	3.0%	-2.8	-3.0%
C(=N\Nc1nc(-c2ccccc2)cs1)/c1cccnc1	-1.0%	?	-20.4%	-6.3%	-8.6%	?	i	5.3	?
CCc1noc(C)c1C(=O)Nc1cc(Cl)ccc1N1CCOCC1	-4.3%	13.8%[0.501 µM]	-21.9%	0.7%	10.7%	-6.5%	-8.4%	-2.9	0.7%
Cc1ccnc(NC(=O)Cc2c(F)cccc2Cl)c1	-8.8%	7.4%	4.9%	4.3%	21.6%	-11.5%	-4.6%	-0.6	-33.6%

Individual results from above:
COC(=O)c1nc(N)sc1-c1ccccc1 in BAZ2B inh shows -3.0%
CCOC(=O)CCC(NC(=O)CCCCCCCC(=O)NC(CCC(=O)OCC)C(=O)OCC)C(=O)OCC (centres undefined) in GLS inhibitor shows -23.4%

Other structures follow:
SMILES	Pin1 inh	G9a inh	Pol eta inh	GLS inhibitor	HP1b binding inh	JMJD2A Tudor	Tb PGK inh	PI4K2A block	BAZ2B inh
Nn1cc(-c2ccccc2)nc1SCC(=O)NCC1CCCO1 (centres undefined)	0.1%	-7.1%	-3.8%	7.5%	21.4%	-5.8%	15.0%	5.0	-9.5%
O=C(O)c1ccc2cccc(O)c2n1	9.3%	/	1.3%	-26.5%	32.8%	-6.4%	1.8%	1.0	?
COc1ccnc2c1c(=O)n(Cc1c(F)cccc1Cl)c(=O)n2C	2.9%	17.1%	-10.8%	?	34.5%	3.6%	9.6%	-1.9	-4.5%[57.1 µM]
Cc1ccc(S(=O)(=O)c2ccc([N+](=O)[O-])o2)cc1	-1.2%	/	9.3%	4.0%	-14.3%	?	i	-11.4	/
COc1ccc(COC(=O)c2ccc(C)c(S(=O)(=O)N3CCOCC3)c2)cc1F	-4.4%	-0.5%	-2.5%	0.4%	19.9%	-6.8%	-1.3%	3.5	0.7%
O=C(Nc1ccc(C(=O)N2CCCC2)cc1)c1cccc(C(F)(F)F)c1	4.1%	/	1.7%	19.6%	38.8%	-10.9%	0.5%	-1.2	/
Cn1nnc2c[n+](CC(=O)c3ccc(Cl)cc3)cc(Br)c21	?	?	-0.8%	-2.7%	14.0%	-16.8%	-5.3%	-9.5	-17.8%
CC(C)(C)c1nc(SCC(=O)NNC(=O)c2ccccc2)c2ccccc2n1	-2.3%	5.7%	1.3%	0.6%	24.5%	-5.6%	1.5%	2.1	1.1%
COc1cccc(-c2ncc3ccccc3c2CO)c1	3.6%	-35.4%[0.501 µM]	-1.2%	-2.9%	28.9%	-19.3%	-1.5%	3.3	10.3%
CCOc1ccc(Sc2cc(C(=O)NCc3ccc(F)cc3)c3ccccc3n2)cc1	-3.3%	?	-3.9%	-7.2%	55.9%[activator]	-23.9%	3.2%	0.8	41.6%[activator]
CC(=O)NCCCC(=O)NC(CCC(=O)OCc1ccccc1)C(=O)OCc1ccccc1 (centres undefined)	1.9%	-6.6%[59 µM]	0.6%	-2.4%	33.7%	-7.9%	-6.7%	4.0	-8.8%
O=C(c1ccc2nc3ccccc3c(=O)n2c1)N1CCN(Cc2ccc3c(c2)OCO3)CC1	-2.3%	/	3.9%	2.5%	45.0%[activator]	-10.3%	i	-2.8	-3.8%
CN(C)CCCNCCCNC(=O)/C(=N\O)c1ccccn1	5.6%	7.94µM*	-7.5%	35.3%[activator]	32.4%	?	-10.3%	0.7	50.1µM*
COc1cccc(-c2nnn(CC(C)=O)n2)c1	2.2%	0.3%[59 µM]	-1.7%	-1.5%	44.9%[activator]	2.6%	-10.7%	-5.9	-0.1%
COC(=O)c1ccccc1NC(=O)CN1CCN(c2ccccn2)CC1	-10.0%	3.0%	-12.0%	6.0%	36.3%	-22.4%	-2.8%	2.7	-14.4%
CS(=O)(=O)N1CCN(c2ccc(NC(=O)c3ccc(Br)o3)cc2)CC1	13.7%	-14.9%[59 µM]	4.9%	24.4%	20.0%	-9.1%	-8.7%	-0.9	-2.2%
Cc1ccc(NS(=O)(=O)c2ccc3[nH]c4c(c3c2)CCCCCC4)cc1	7.1%	?	-19.0%	1.8%	-5.5%[57 µM]	?	-8.0%	0.9	39.8µM*
CC1CCCCC1NC(=O)Cn1c(=O)cnc2ccccc21 (centres undefined)	-4.3%	/	1.4%	1.5%	22.3%[57 µM]	-4.1%	7.1%	-2.8	/
O=C(CCN1C(=O)/C(=C/c2ccccc2Cl)SC1=S)NC1CCS(=O)(=O)C1 (centres undefined)	5.6%	/	-5.8%	-12.1%	21.4%	-16.2%	-4.1%	0.3	-15.0%
Cc1ccc(-n2nnc(-c3cccnc3)n2)cc1	-0.5%	/	-8.4%	-6.2%	-0.4%	-18.7%	-7.2%	-0.6	/
CNc1cc(CS(=O)c2ccccc2)nc(-c2ccccc2)n1 (centres undefined)	-3.8%	-6.7%[59 µM]	-6.6%	4.9%	18.1%	-12.8%	-4.4%	2.4	3.2%
CCc1ccc(N2CC(C(=O)Nc3ccc(S(=O)(=O)Nc4nccs4)cc3)CC2=O)cc1 (centres undefined)	4.9%	?	-3.7%	-14.7%	-24.6%	-30.8%	i	-1.3	-28.0%
CC(C)(C)c1cc(CCC(=O)NNC(=O)c2ccncc2)cc(C(C)(C)C)c1O	4.4%	15.2%[59 µM]	-1.6%	-0.4%	34.5%	-10.7%	6.3%	-8.1	7.9%
CCC(C)C(=O)Nc1cc(C(=O)OC)ccc1C(=O)OC (centres undefined)	-6.3%	-17.8%[12.7 µM]	-12.6%	-6.3%	42.0%[activator]	16.9%	-5.4%	-9.4	5.9%
O=C(CSc1nnc(-c2ccc(Cl)cc2)o1)c1ccc([N+](=O)[O-])cc1	-6.3%	9.7%[59 µM]	-13.8%	-2.1%	16.0%	-13.4%	-7.0%	-4.3	-24.1%
COc1cc(-n2nc(C)c3c2OC(N)=C(C#N)C3c2ccccc2)c(Cl)c(Br)c1O (centres undefined)	29.2%	?	?	-21.2%	44.7µM*	-32.9%[11.4 µM]	-8.3%	-2.3	44.7µM*
Cc1ccc(OCCN2CCN(C(=O)CCC(=O)Nc3nnc(C(C)C)s3)CC2)cc1	-2.7%	?	-12.3%	-9.3%	29.2%	-14.4%	-0.5%	-13.6	-31.1%
O=C(NCc1ccc2c(c1)OCO2)c1ccc2snnc2c1	-6.0%	0.7%[59 µM]	1.7%	?	14.2%	-19.9%	3.0%	-5.8	11.2%
O=C(Nc1ccc(C(=O)O)cc1)/C(=C\c1ccco1)NC(=O)c1ccc(Br)cc1	/	/	-2.0%	8.4%	/	/	-1.2%	-6.7	/
O=C(c1nc2ccc(Cl)cn2c1CNCC[C@@H]1C[C@@H]2C=C[C@H]1C2)N1CCCCCCC1	11.0%	3.7%	-12.6%	0.1%	6.1%	-31.9%	i	0.4	-28.5%
Cc1cccc(N(C(=O)CCC(=O)Nc2cc(C)on2)C(C(=O)NC2CCCC2)c2ccncc2)c1 (centres undefined)	1.7%	-7.5%[12.7 µM]	-12.3%	-5.8%	37.5%	15.1%	-6.9%	1.0	-0.5%
C/C(CC(=O)Nc1ccc(N(C)C)cc1)=N\NC(=O)c1ccc(F)cc1	2.1%	-1.7%	-2.5%	25.9%	9.3%	?	-0.9%	-2.5	?
Cc1ccc(OCC(=O)NCc2ccccn2)c(Br)c1	-2.3%	-13.7%[59 µM]	-16.8%	-13.4%	39.5%[activator]	-13.2%	0.8%	-7.6	-2.6%
COc1ccccc1-n1c(SCC(=O)NC2CCCC2)nc2cccnc21	-12.2%	-2.0%	-9.3%	-8.6%	21.0%	3.2%	4.9%	8.6	8.3%
CCOCCc1c(O)nc(SCC(=O)N2CCOCC2)[nH]c1=O	3.5%	-7.2%	-0.2%	0.0%	6.9%	-9.3%	-2.5%	-3.2	2.2%

Bioassay records deposited in PubChem by National Center for Advancing Translational Sciences (NCATS).
